High-throughput results from PubChem.
OXTR ag: human OXTR agonists, primary screen, fluorescence, CHO-OTR cells, Fluo-8 calcium; Oxytocin receptor (Homo sapiens), P30559; Fluo-8 calcium fluorescence; normalized: DMSO 0%, oxytocin 100%; activation, % at 3 µM; 320,000 compounds, 0.32% hits; AID 2435, 2010;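 active = activation above the mean of all tested compounds plus 3 SD, cutoff set per screening run, cut at about 20% in these data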;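 note: peak over basal fluorescence ratio from a 100 s FLIPR kinetic read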
TAAR1 antag: human TAAR1 antagonists, primary screen, Fluo-8 calcium fluorescence, CHO RD-HGA16 cells | antagonist | inhibition, % at 3 µM | 360,000 compounds, 1.5% hits;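 active = inhibition above a per-plate cutoff, the mean inhibition of test compounds on that plate plus 3 SD, cut at about 49% in these data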;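 note: 0% = DMSO plus EC80 beta-PEA response and 100% = DMSO alone without agonist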
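test system = CHO RD-HGA16 cells bearing hTAAR1 | replication = singlicate | controls = DMSO-only wells and EC80 β-PEA-stimulated wells | reagent = EC80 β-phenethylamine stimulus | read-out basis = percent inhibition of PEA-evoked calcium signal, max/basal emission ratio | schedule = seeding 17-24 h prior, 75-min 37 °C, 30-min RT dye loading | signal = kinetic Fluo-8 calcium fluorescence measurement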
M1 PAM: human M1 muscarinic receptor positive allosteric modulators, primary screen, CHO-K1 cells, Fluo-8 calcium fluorescence, 1536-well; Muscarinic acetylcholine receptor M1 (Homo sapiens), P11229; CHO-K1 hM1, ACh EC20; 0% = ACh EC20, 100% = maximal ACh; activation, % at 3 µM; 360,000 compounds, 0.088% hits; AID 588819, 2011; in the data active = activation above about 19%, passing the limit was not always enough
Target sequence (P11229 whole entry, looked up): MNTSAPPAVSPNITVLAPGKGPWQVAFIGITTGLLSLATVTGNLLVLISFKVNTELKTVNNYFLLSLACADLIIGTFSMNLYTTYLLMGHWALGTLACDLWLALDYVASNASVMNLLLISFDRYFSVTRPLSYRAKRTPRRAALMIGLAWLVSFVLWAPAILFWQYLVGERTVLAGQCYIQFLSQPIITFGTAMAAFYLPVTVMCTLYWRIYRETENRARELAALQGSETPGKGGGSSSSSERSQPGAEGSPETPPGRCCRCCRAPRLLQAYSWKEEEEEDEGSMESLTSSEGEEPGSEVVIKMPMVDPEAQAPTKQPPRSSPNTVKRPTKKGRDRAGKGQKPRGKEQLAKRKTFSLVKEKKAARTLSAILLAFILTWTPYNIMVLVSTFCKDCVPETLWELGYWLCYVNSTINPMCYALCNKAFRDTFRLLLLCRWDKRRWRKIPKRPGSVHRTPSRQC
V1R ag counter: agonists of human V1a receptor, primary screen, counter-screen for OXTR agonist project, fluorescence, CHO-V1R cells. activation, % at 3 µM. AID 2797, 2010. 320,000 compounds, 0.25% hits. Fluo-8 calcium fluorescence, agonist mode; 0% DMSO, 100% 3 nM vasopressin. Vasopressin V1a receptor (Homo sapiens), P37288;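 active = activation above the mean activation of all tested compounds plus 3 SD, per screening run, cut at about 20% in these data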;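 note: signal is peak over basal fluorescence ratio across a 100 second FLIPR read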
Target sequence (P37288 whole entry, looked up): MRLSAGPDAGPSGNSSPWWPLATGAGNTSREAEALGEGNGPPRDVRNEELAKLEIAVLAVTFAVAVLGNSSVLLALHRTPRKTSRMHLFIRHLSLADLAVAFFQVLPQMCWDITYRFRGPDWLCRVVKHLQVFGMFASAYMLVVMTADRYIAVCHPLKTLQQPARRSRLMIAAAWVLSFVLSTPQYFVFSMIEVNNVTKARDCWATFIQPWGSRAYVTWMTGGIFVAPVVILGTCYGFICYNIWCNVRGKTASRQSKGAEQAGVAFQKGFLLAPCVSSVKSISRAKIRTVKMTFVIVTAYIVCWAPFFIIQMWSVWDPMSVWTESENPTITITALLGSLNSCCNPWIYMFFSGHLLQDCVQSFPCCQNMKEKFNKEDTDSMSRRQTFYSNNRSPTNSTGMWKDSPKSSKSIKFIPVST
M1 antag: human M1 muscarinic receptor antagonists, primary screen, CHO-K1 cells, Fluo-8 calcium fluorescence, 1536-well; CHO-K1 hM1, ACh EC80 antagonist; 360,000 compounds, 1.3% hits; Muscarinic acetylcholine receptor M1 (Homo sapiens), P11229; inhibition, % at 3 µM;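 active = percent inhibition above its own plate's cutoff, namely the mean of that plate's compound wells plus 3 SD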;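 note: peak over basal fluorescence ratio during 140 s after agonist addition; 0% = ACh EC80 plus DMSO and 100% = DMSO alone without agonist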
TAAR1 agonist: human TAAR1 agonists, primary screen, Fluo-8 calcium fluorescence, CHO RD-HGA16 cells; Trace amine-associated receptor 1 (Homo sapiens), Q96RJ0; vehicle wells 0%, saturating PEA agonist 100%; activation, % at 3 µM; 360,000 compounds, 0.99% hits;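 active = activation above the mean activation of all test compounds in the run plus 3 SD, cut at about 38% in these data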
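Signal – calcium-sensitive Fluo-8 signal, excitation 470-495, emission 515-575 nm · System – RD-HGA16 (CHO) cells co-expressing Gα16 and hTAAR1 · Incubation – 17-24 h seeding, 75 min 37 °C dye, 30 min RT · Compound dosing – 3 µM single concentration · Repeats – no replicates (n 1)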
OXTR potentiate: human OXTR potentiators, primary screen, fluorescence, CHO-OTR cells, Fluo-8 calcium; Fluo-8 calcium fluorescence, potentiator mode; 0% = oxytocin EC15, 100% = EC100; activation, % at 3 µM; 320,000 compounds, 0.061% hits; AID 2445, 2010;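 active = activation above that plate's cutoff, the mean activation of tested compounds plus 3 SD, cut at about 6.6% in these data, passing the limit was not always enough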;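 note: 100% uses oxytocin at 75 nM as the full agonist control; some results filed as inactive read as strong as hits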
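test system = CHO-OTR cells, human receptor | compound = single-point 3.0 µM | schedule = 6 min compound pre-incubation at room temperature, 100 s kinetic read | signal = Fluo-8 no-wash calcium dye fluorescence, excitation 470-495 nm, emission 515-575 nm | repeats = single well per compound, singlicate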
CHO parental Ca: ATP-evoked calcium signal inhibitors, parental CHO, primary screen, counter-screen for OX1R antagonist project, cell-based, fluorescence, Fluo-8 calcium dye. parental CHO-K1, ATP-induced calcium, Fluo-8 fluorescence. inhibition, % at 5.6 µM. 330,000 compounds, 0.63% hits. AID 463079, 2010;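 active = inhibition above that plate's mean sample inhibition plus 3 SD, cut at about 26% in these data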;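 note: 0% = ATP-challenged DMSO wells and 100% = DMSO wells without ATP; some compounds past the cut are filed as inactive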
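material = parental CHO cells | also added = ATP as calcium-mobilizing challenge | dosing = single point at 5.6 µM | detection = intracellular calcium via Fluo-8 no-wash fluorescent dye | read-out = % inhibition | benchmarks = low control ATP plus DMSO, high control DMSO only | repeats = one well per compound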
CHRM1 agonist: human M1 muscarinic receptor agonists, primary screen, Fluo-8 calcium fluorescence, CHO-K1 cells, HTS; CHO-K1 hM1, agonist mode; 0% DMSO, 100% acetylcholine EC100; activation, % at 3 µM; 360,000 compounds, 0.33% hits; AID 588814, 2011;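 active = activation above the run's mean compound activation plus 3 SD, cut at about 16% in these data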;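 note: peak over basal fluorescence ratio within a 140 s kinetic read after compound addition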
Active calls of the source: *; . = not tested or not shown.

(1) CC(C)CCOCC(O)CCC(=O)NNC(=S)Nc1ccccc1 (configuration not stated)
(2) CCOc1ccc(OCC(=O)OCC(=O)Nc2ccccc2C#N)cc1
(3) COc1ccc(CNC(=O)c2cc3cc(OC)ccc3oc2=O)cc1
(4) CCOc1ccc(C(=O)NCC(=O)OCc2c(C)noc2C)cc1
(5) O=C(Oc1ccccc1/C=C\C(=O)c1cc2ccccc2o1)c1cccc(F)c1

Compound	1	2	3	4	5
OXTR ag	-0.5	.	-0.9	-0.7	-0.7
TAAR1 antag	11	-5	-12	-7	-8
M1 PAM	9	2	3	8	11
V1R ag counter	0.6	.	1.8	0.2	0.4
M1 antag	-6	0	-12	-5	-10
TAAR1 agonist	0	2	3	0	-1
OXTR potentiate	4	.	-8	0	-4
CHO parental Ca	-5	.	-19	-8	-20
CHRM1 agonist	-6	0	-1	-6	2

(6) CC(C)C(c1nnnn1Cc1ccccc1)N(Cc1ccco1)Cc1cccs1 (configuration not stated)
(7) CCCNC(=O)COC(=O)c1ccccc1OCc1ccc(Cl)cc1
(8) O=C(CCc1ccccc1)N/N=C/c1cccc([N+](=O)[O-])c1
(9) Cc1oc(-c2ccc(Cl)cc2)nc1CN1CCC(C(=O)NCCCN2CCCC2=O)CC1
(10) CCOc1ccc(Cl)cc1CN1CCOCC1

Compound	6	7	8	9	10
OXTR ag	0.2	-1.3	-0.5	-1.4	-1.0
TAAR1 antag	26	8	-9	-24	12
M1 PAM	-6	-2	5	-1	4
V1R ag counter	0.6	-1.4	-0.1	0.2	-0.7
M1 antag	13	-8	-4	3	0
TAAR1 agonist	5	5	4	-2	10
OXTR potentiate	-8	-9	-18	2	0
CHO parental Ca	33	-23	-17	-18	-4
CHRM1 agonist	-4	-6	-4	-8	-3

(11) S=C1NCCc2ccc(Cl)cc2C1c1ccccc1 (configuration not stated)
(12) O=C(NCC1CCCO1)C(Cc1ccccc1)N1C(=O)C2C3C=CC(C4CC34)C2C1=O (configuration not stated)
(13) CCOC(=O)Cc1csc(NC(=O)c2cnc3sc(C)cn3c2=O)n1
(14) CCN(CC)C(=O)C12C(=O)Oc3ccccc3C1C2(C)C(=O)c1ccc(F)cc1 (configuration not stated)
(15) O=C(NC1CCCCC1)c1cccc2c1C(=O)c1ccc(N3CCC(Cc4ccccc4)CC3)cc1S2(=O)=O

Compound	11	12	13	14	15
OXTR ag	-2.2	0.2	8.1	-0.7	6.5
TAAR1 antag	32	-5	-14	-25	61*
M1 PAM	-6	10	11	6	-7
V1R ag counter	-0.1	-0.2	3.7	-2.1	5.2
M1 antag	8	-3	-13	-4	12
TAAR1 agonist	4	7	4	1	52*
OXTR potentiate	-16	-4	-20	-6	-9
CHO parental Ca	-6	-14	7	-7	15
CHRM1 agonist	-6	-6	1	-4	6

(16) Cc1ccc(/C(N)=N/OC(=O)Cc2cccs2)cc1
(17) CCC[C@@H]1C=C(C(=O)OCC)[C@H](c2ccccc2)N1S(=O)(=O)c1ccc(C)cc1
(18) Nc1nc(-c2ccco2)cs1
(19) CC(=O)Nc1ccc(CN2CCN(C3CCCC3)C(CCO)C2)cc1 (configuration not stated)
(20) CCc1ccc(NC(=O)Cc2ccc(NC3=NC4CS(=O)(=O)CC4S3)cc2)cc1 (configuration not stated)

Compound	16	17	18	19	20
OXTR ag	-1.0	.	2.4	1.0	0.2
TAAR1 antag	-2	8	8	-1	-33
M1 PAM	-1	-5	9	-20	5
V1R ag counter	-0.7	.	0.7	0.3	0.4
M1 antag	2	9	-9	30	-8
TAAR1 agonist	3	5	4	1	5
OXTR potentiate	-3	.	-3	-4	8.3*
CHO parental Ca	-8	.	9	-2	2
CHRM1 agonist	-4	-3	-3	-7	-1

(21) CCc1ccc(C(O)c2ncc(-c3cccc4ccccc34)[nH]2)cc1 (configuration not stated)
(22) NNC(=O)c1cccc(O)c1
(23) COc1cc([N+](=O)[O-])cc(/C=N/NC(=O)Cn2cncn2)c1O
(24) CCOC(=O)CSc1nnc(C2CCCCC2)n1C
(25) COC(=O)c1ccc(NC(=O)[C@H](C)NC(N)=O)cc1

Compound	21	22	23	24	25
OXTR ag	.	-2.2	1.4	-1.4	-0.4
TAAR1 antag	14	-6	-24	-6	3
M1 PAM	11	0	2	8	-14
V1R ag counter	.	-0.7	0.5	0.3	-0.2
M1 antag	4	0	-13	-7	-15
TAAR1 agonist	4	9	2	1	0
OXTR potentiate	.	-9	0	-13	-8
CHO parental Ca	.	4	-3	1	15
CHRM1 agonist	10	-5	-2	-4	-2

(26) Cc1nnc(NC(=O)CSc2nccn2Cc2ccccc2)s1
(27) Cc1csc2nc3cc(C(N)=O)ccc3c(=O)n12
(28) COc1ccc(N)cc1C#N
(29) O=C(c1ccco1)N1CCN(C(c2ccccc2F)c2nnnn2Cc2cccs2)CC1 (configuration not stated)
(30) N#Cc1c(-c2ccccc2)nc(-c2ccccc2)[nH]c1=O

Compound	26	27	28	29	30
OXTR ag	1.3	-0.7	0.5	-0.2	0.2
TAAR1 antag	-3	-10	-28	8	-19
M1 PAM	8	4	2	-10	6
V1R ag counter	2.1	0.0	0.2	1.1	0.4
M1 antag	-18	-5	-7	6	-14
TAAR1 agonist	2	0	1	17	6
OXTR potentiate	-2	-8	-6	-3	8
CHO parental Ca	0	-8	-6	-22	-16
CHRM1 agonist	3	0	0	0	-1

Full records, quoted from the list.
N#Cc1c(-c2ccccc2)nc(-c2ccccc2)[nH]c1=O in the list: OXTR ag: 0.2; TAAR1 antag: -19; M1 PAM: 6; V1R ag counter: 0.4; M1 antag: -14; TAAR1 agonist: 6; OXTR potentiate: 8; CHO parental Ca: -16; CHRM1 agonist: -1
CCOc1ccc(C(=O)NCC(=O)OCc2c(C)noc2C)cc1 in the list: OXTR ag: -0.7; TAAR1 antag: -7; M1 PAM: 8; V1R ag counter: 0.2; M1 antag: -5; TAAR1 agonist: 0; OXTR potentiate: 0; CHO parental Ca: -8; CHRM1 agonist: -6

Following part
(31) Cc1ccc(C(=O)NCCNC(=O)Cc2ccccc2)cn1
(32) O=C(Nc1ccccn1)c1c(O)c2cccc3c2n(c1=O)CCC3
(33) Cc1ccc(C)c(NC(=O)CCC(=O)N/N=C2/CC(=O)CC(C)(C)C2)c1
(34) CCc1ccc(OCC2c3cc(OC)c(OC)cc3CCN2C(=S)NCCOC)cc1 (configuration not stated)
(35) CN(c1ccccc1)c1nc(N)c([N+](=O)[O-])c(NCc2ccccc2)n1

Compound	31	32	33	34	35
OXTR ag	0.5	0.5	0.5	-0.1	-0.8
TAAR1 antag	-20	11	-8	2	-13
M1 PAM	-2	8	3	7	4
V1R ag counter	-0.3	-0.6	1.0	0.6	-1.5
M1 antag	5	-11	7	-5	-8
TAAR1 agonist	2	4	12	2	0
OXTR potentiate	1	-8	3	-4	-16
CHO parental Ca	1	-6	-11	-17	-33
CHRM1 agonist	-1	-1	-8	-6	-4

(36) CN1CCN(NC(=O)/C=C/c2cccc(Cl)c2)CC1
(37) CN(C)S(=O)(=O)NC(=O)C1=C(N2CCCC2)COC1=O
(38) CC(C)Nc1nc(NCCOc2ccccc2)c2sccc2n1
(39) O=C1CC(C(=O)N2CCc3ccccc32)CN1c1ccc(F)cc1 (configuration not stated)
(40) c1nc(C2CCCCC2)cc2cc3c(cc12)OCO3

Compound	36	37	38	39	40
OXTR ag	0.4	1.4	.	0.1	-2.6
TAAR1 antag	-3	16	9	9	2
M1 PAM	-6	5	-10	14	1
V1R ag counter	-0.2	1.0	.	0.2	5.8
M1 antag	2	-7	9	-4	-13
TAAR1 agonist	0	0	2	-4	15
OXTR potentiate	-2	-2	.	2	-9
CHO parental Ca	2	14	.	3	-26
CHRM1 agonist	-4	-7	-6	-2	-9

(41) CCOC(=O)c1ccc(-c2c(-c3ccc4c(c3)OCO4)noc2-c2ccsc2)cc1F
(42) COc1cccc2cc(C(=O)NC(C)C3CCCO3)c(=O)oc12 (configuration not stated)
(43) CCOCCc1nn2c(=O)cc(CSCC(=O)Nc3ccc(OC)cc3)nc2s1
(44) CCCc1cc(=O)[nH]c(SCc2ccc(Cl)cc2)n1
(45) O=C1CCCN1CCCNC(=S)Nc1cccc2ccccc12

Compound	41	42	43	44	45
OXTR ag	-0.1	0.5	-0.8	-2.0	-0.4
TAAR1 antag	-21	-6	-5	-16	14
M1 PAM	4	10	0	6	17
V1R ag counter	0.0	-0.8	0.2	-1.4	0.6
M1 antag	-5	-1	0	-2	-9
TAAR1 agonist	2	2	0	3	6
OXTR potentiate	-4	-3	-6	-5	2
CHO parental Ca	-12	-6	-11	1	-22
CHRM1 agonist	-2	-3	-4	-4	-2

(46) COC(=O)Cc1c(O)ccn(CCc2ccccc2)c1=O
(47) CC(C)(C)n1nnnc1C(c1ccc(F)cc1)N(Cc1ccc(F)cc1)Cc1ccco1 (configuration not stated)
(48) Cn1c(CCC(=O)Nc2ccc(F)cc2)nc2cc(S(=O)(=O)N3CCOCC3)ccc21
(49) CCCCOc1ccc(CN(C)c2ncnc(N)n2)cc1
(50) COc1ccc(C(=O)NCC(c2ccco2)N2CCc3ccccc32)cc1 (configuration not stated)
(51) O=C(C1CC1)N1N=C(c2ccc(Cl)cc2)CC1(O)C(F)(F)F (configuration not stated)
(52) CC(NC(=O)CCSc1nc(-c2ccc3c(c2)OCO3)cc(C(F)(F)F)n1)c1ccccc1 (configuration not stated)

Compound	46	47	48	49	50	51	52
OXTR ag	0.6	-1.5	0.0	0.0	-2.1	-2.0	-0.4
TAAR1 antag	28	17	-11	14	-24	22	20
M1 PAM	11	0	4	-2	7	-4	4
V1R ag counter	-0.5	-0.3	0.4	-0.4	-0.9	-1.7	2.6
M1 antag	-8	-2	-6	3	-18	-4	-2
TAAR1 agonist	0	4	11	-1	-2	4	2
OXTR potentiate	-6	-15	-1	-4	-4	-9	-5
CHO parental Ca	-2	27	-17	-7	-26	-32	-4
CHRM1 agonist	-3	-2	-3	-7	-6	-3	-3

Compounds as they come; 3.7% or so of the library scored in one or more.
